OX1R antag-1 = blocks the human orexin 1 receptor. 1.8% of 330,000 active. inhibition, % at 6.6 µM. AID 485270. O43613. OX1R-expressing cells, FRET antagonist read-out; in the data active = inhibition mostly above about 38%, no sharp cut-off; inactive = mostly below about 40%;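 note: 0% = agonist challenge alone and 100% = reference antagonist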
Target sequence (O43613 whole entry, looked up): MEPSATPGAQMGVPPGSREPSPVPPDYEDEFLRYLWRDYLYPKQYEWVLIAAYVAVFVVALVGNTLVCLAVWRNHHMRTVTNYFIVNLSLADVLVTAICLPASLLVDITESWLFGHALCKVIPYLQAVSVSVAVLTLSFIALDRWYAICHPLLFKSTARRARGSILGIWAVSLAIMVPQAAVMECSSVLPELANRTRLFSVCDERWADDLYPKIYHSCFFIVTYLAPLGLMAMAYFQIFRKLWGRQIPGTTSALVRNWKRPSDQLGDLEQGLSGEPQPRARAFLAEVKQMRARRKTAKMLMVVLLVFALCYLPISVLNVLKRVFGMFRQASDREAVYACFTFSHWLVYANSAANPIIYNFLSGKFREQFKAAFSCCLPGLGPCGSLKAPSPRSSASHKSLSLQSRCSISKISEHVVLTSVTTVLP
OX1R antag-2 = human HCRTR1 antagonism; O43613; inhibition, % at 5 µM; CHO/OX1R cells, Fluo-8 calcium fluorescence, orexin A; AID 434989; 0.43% of 330,000 active;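 active = inhibition above its plate's threshold, mean inhibition of all tested compounds on the plate plus 3 SD, cut at about 37% in these data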;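 note: 0% = orexin A challenge wells and 100% = SB-334867-A antagonist wells; not every result past the cut was called active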
The depositor's hits bear a star.

SMILES	OX1R antag-1	OX1R antag-2
Cc1cccc(N2CCN(C(=O)C3CCN(S(=O)(=O)c4c(C)noc4C)CC3)CC2C)c1 (centres undefined)	9	-17
C=CCC(=O)N1CCCC(CO)(Cc2ccc(F)cc2F)C1 (centres undefined)	10	-23
CC(=O)c1cccc(S(=O)(=O)N2CCC(C(=O)O)(c3ccccc3)CC2)c1	9	-14
COc1ccc(Cl)cc1C(=O)NCC#N	16	-11
Cc1ccc(C(c2c(C)[nH][nH]c2=O)c2c(C)[nH][nH]c2=O)cc1[N+](=O)[O-]	-2	-6
O=C(Nc1ccc2c(c1)OCO2)N1CCN(c2cccc(C(F)(F)F)c2)CC1	35	-2
COc1cccc(NC(=S)NNC(=O)Cn2nc([N+](=O)[O-])cc2C)c1	11	-20
O=C(Nc1nnc(-c2cccc(F)c2)s1)Nc1ccccc1F	24	-17
CCOC(=O)/N=C(/NC(=O)Nc1ccc(C(=O)OCC)cc1)OC	20	-7
CCOc1ccccc1-n1c(SCC(N)=O)nc2ccccc2c1=O	23	-19
CCOC(=O)N1CCC(NC(=O)C(CC(C)C)NC(=O)C2CCC(C)CC2)CC1 (centres undefined)	5	-20
CN(Cc1nc2ccccc2n1C)S(C)(=O)=O	9	-14
CCOc1cc(CN2CCN(CCc3ccccc3)C(CCO)C2)ccc1OC (centres undefined)	10	-28
Cc1c(NC(=O)c2cc(-c3ccc(F)cc3)on2)c(=O)n(-c2ccccc2)n1C	18	-25
O=C(CC1C(=O)NCCN1Cc1ccc(-c2ccccc2)cc1)NCC1CC1 (centres undefined)	16	-19
CC1COC2C(O1)N(S(C)(=O)=O)CCN2S(C)(=O)=O (centres undefined)	7	-2
O=C(Cn1nnc(-c2ccccc2Cl)n1)Nc1cccc(S(=O)(=O)N2CCCC2)c1	15	15
CCn1c(CNC(=O)c2ccc(Cl)cc2)nnc1SCC(=O)N1CCOCC1	8	0
COc1ccc(N2C(=O)CC(Sc3ncn[nH]3)C2=O)c(OC)c1 (centres undefined)	13	-25
OCCN1CCN(CC(O)COc2ccc(-c3ccccc3)cc2)CC1 (centres undefined)	22	7
CCCOc1ccc(N2C(=O)CC(S/C(N)=N/N=C(\C)c3cccs3)C2=O)cc1 (centres undefined)	10	16
COc1ccc(CNC(=O)COc2cc(O)c3c(c2)OC(C)(C)CC3=O)cc1	17	-19
Cc1cc(NC(=O)CCC(=O)N(Cc2ccco2)C(C(=O)NC2CCCC2)c2ccccc2)no1 (centres undefined)	39	5
CCN(CC(=O)Nc1ccc2c(c1)OCCO2)CC(=O)Nc1ccc(C)c(S(=O)(=O)N(C)C)c1	7	-25
CCS(=O)(=O)c1ccc2oc(=O)c(/C=C(\O)c3ccc(Cl)cc3)nc2c1	24	-6
O=C1C2(c3ccccc3)CN(CCO)CC1(c1ccccc1)CN(CCO)C2	22	-6
CCN(CC)S(=O)(=O)c1cc(C(=O)Oc2cccc(-c3cnc4ccccc4n3)c2)ccc1Br	28	-19
Cc1ccc(CNS(=O)(=O)NCc2ccccc2)cc1	15	-6
CC1CCN(C(=O)c2ccc(S(=O)(=O)N(C)C)cc2)C(C)C1 (centres undefined)	9	-4
COc1ccc2[nH]c3c(c2c1)CCC/C3=N\N	7	-12
Cn1nnc2cc(NC(=O)N3CCN(c4ccccn4)CC3)ccc21	2	3
Cc1ccccc1NC(=O)c1cnn(-c2ccccc2)c1C	-4	-56
COc1cccc(C(C(=O)NC(C)(C)C)N(CCc2ccccc2)C(=O)CCC(=O)Nc2cc(C)on2)c1OC (centres undefined)	44	-25
COc1cccc(C(=O)NCc2ccco2)c1	-11	-10
CC(/C=C/C1(O)C(C)CC(=O)CC1(C)C)OC1OC(CO)C(O)C(O)C1O (centres undefined)	12	-7
COc1ccccc1NC(=O)CCn1cccc1	3	-8
Nc1nc(CCl)nc(N(c2ccccc2)c2ccccc2)n1	3	-11
Cc1cc2c(=O)n(C)c(SCC(=O)Nc3ccccc3C)nc2s1	25	-31
CCc1noc(C)c1C(=O)OCC(=O)Nc1cccc(C)c1	6	-20
COc1ccc(S(=O)(=O)N2CCCC2CNC(=O)C(=O)Nc2ccc(F)cc2)cc1 (centres undefined)	26	-20
CC1CCCCN1C(=O)c1cccc(NC2=C(Cl)C(=O)N(Cc3ccccc3)C2=O)c1 (centres undefined)	4	4
COc1ccc(-c2noc(CN(Cc3nccn3C)C(C)C)n2)cc1	13	-22
COc1cccc2c(=S)c(CCC(C)=O)c(C)[nH]c12	13	-21
COc1ccc(Cl)cc1N1Cc2ccccc2C1	41	-27
CC(C)C[C@H](NC(=O)c1nc[nH]c1C(=O)NC1CCNCC1)C(=O)OCc1ccccc1	23	-7
CCCCN(C)c1ccc([N+](=O)[O-])cc1	25	-20
Cc1cc(S(=O)(=O)NC2CCCC2)ccc1-n1cnnn1	15	-4
Cc1cc(C)c(NC(=S)N(CCCN2CCOCC2)Cc2cccnc2)c(C)c1	3	-19
CC(C)(Oc1ccc(Cl)cc1)C(=O)Nc1cccc(S(=O)(=O)NC2=NCCC2)c1	6	-20
C=CCOC(=O)C1=C[C@H](c2csc3ccccc23)C[C@H](OCCCCO)O1	2	-22
COc1ccc(S(=O)(=O)N2CC(O)CC2C(=O)OCC(=O)Nc2ccc(Cl)cn2)cc1 (centres undefined)	20	-17
COC(=O)C1C(=O)c2c([nH]c(C(=O)OCCOC(C)C)c2C)CC1C (centres undefined)	15	-19
C/C(=N\NC(=O)c1nnn(-c2nonc2N)c1-c1ccc2c(c1)OCO2)c1ccccc1	26	19
COc1ccccc1NC(=O)COC(=O)C1=NN(c2ccccc2)C(=O)CC1	12	-42
CCN(CC)c1nc(C)c2c(c1C#N)CC(C)(C)OC2	19	-35
COc1cc(O)c2c(c1)OC(c1ccc(O)cc1)CC2=O (centres undefined)	21	0
COc1ccc(OCC(O)CNC(C)c2ccccc2)cc1 (centres undefined)	4	-18
CO/N=C/c1ccc(N2CCN(C(=O)c3ccc(C)cc3)CC2)c([N+](=O)[O-])c1	15	3
CN(C)S(=O)(=O)c1cccc(-n2sc3ccccc3c2=O)c1	4	-1
CCOC(=O)N1CCN(C(=O)COC(=O)c2oc3ccc(OC)cc3c2C)CC1	23	-12
Continued.
SMILES	OX1R antag-1	OX1R antag-2
Cc1ccc(NCC(=O)N/N=C\c2cccc(O)c2)cc1	7	3
COc1cccc(N(CC(=O)N2CCOCC2)S(C)(=O)=O)c1	11	-4
COC(=O)c1cc(C(=O)Cc2ccccc2)c[nH]1	7	2
CC1CC(C)CN(C(=O)CN2CCN(Cc3ccc(Cl)cc3)C2=O)C1 (centres undefined)	-7	-32
C/C(=N\NC(=S)NC(C)C)c1ccc2c(c1)OCCO2	17	-9
Cc1ccc(-c2ccc3nnc(SCC(=O)NCC4CCCO4)n3n2)cc1 (centres undefined)	46	-25
N=c1c2c(-c3ccccc3)c(-c3ccccc3)n(Cc3ccccc3)c2ncn1CCCn1ccnc1	13	-11
CCOc1ccc(-c2nc(S(=O)(=O)c3ccccc3)c(N3CCC(C(N)=O)CC3)o2)cc1	13	7
Cn1cc(CN2CCN(CCc3ccccc3)C(CCO)C2)cn1 (centres undefined)	10	-34
Cc1ccc(S(=O)(=O)NC(=S)NC2CCCCC2)cc1	17	-3
CCn1c(C)c(P(c2ccccc2)c2ccccc2)[n+]2ccccc12	-4	-4
O=C(CCCCN1CCCCC1)c1ccc2c(c1)Cc1ccccc1-2	10	-11
COc1ccc(-c2cn(Cc3ccc([N+](=O)[O-])cc3)nn2)cc1	28	-16
COc1cccc(CNC(=O)CCCC(=O)Nc2cccc([N+](=O)[O-])c2)c1	8	-14
Cc1ccccc1C(=O)N1CCC(C(=O)NC2CCCCCC2)CC1	23	-4
O=C(O)C1CCN(c2c([N+](=O)[O-])cc(C(F)(F)F)cc2[N+](=O)[O-])CC1	35	-14
COc1ccc(NC(=O)C2CCN(S(=O)(=O)c3ccc4c(c3)CC(C)N4C(C)=O)CC2)c(OC)c1 (centres undefined)	16	-42
CCNC(=O)NC(=O)C(C)Oc1ccc(Br)cc1Br (centres undefined)	6	-14
CCCCc1ccc(C(=O)NC(C(=O)O)C(C)C)cc1 (centres undefined)	11	-3
CC(C)CCN1NC2(CCC(C)CC2)NC1=S (centres undefined)	1	-2
CC(C)CCNC(=O)C1CCN(Cc2cccc(OCc3ccccc3)c2)CC1	23	-29
COC(=O)C1CC(O)CN1C(=O)Nc1ccccc1 (centres undefined)	12	9
COc1ccc(NC(=O)CSc2nnc(CN3CCOCC3)n2C)cc1Cl	1	-12
C=CCNC(=O)COC(=O)c1ccc(C)c(NC(=O)c2ccco2)c1	6	-2
CCOc1ccccc1NC(=O)C(=O)N/N=C/c1ccc([N+](=O)[O-])cc1	12	-9
O=C(CSc1ncnc2c1nnn2Cc1ccc(F)cc1)NC1CCCCC1	5	-10
COc1ccc(/C=N/Nc2ncc(C(F)(F)F)cc2Cl)c(OC)c1OC	20	-34
Cc1ccccc1N(CC(=O)NC1CCCCC1)C(=O)CCC(=O)Nc1nccs1	10	-17
O=C(CSc1nccc(=O)[nH]1)NC1CCCCCCC1	4	-5
O=C(NC1CCCC1)c1ccc(COCC(F)(F)C(F)F)o1	6	-12
COC(=O)c1ccc(NC(=O)Cn2nc(-c3ccncc3)nc2SCC(=O)Nc2nccs2)cc1	7	5
Cn1c(=O)c2c(nc(N3CCCCCC3)n2CC(O)COc2ccc(Cl)cc2)n(C)c1=O (centres undefined)	7	-15
COc1ccc(S(=O)(=O)N(C)c2ccc(OCC(=O)Nc3cc(C)on3)cc2)cc1	17	-14
O=C(c1cc(-c2cccs2)nc2ccccc12)N1CCN(c2ccccc2O)CC1	7	-10
CC(=O)c1cccc(NC(=O)C2CC(=O)N(CCc3ccccc3)C2)c1 (centres undefined)	10	-18
CSc1sc(C)cc1C1C(C#N)=C(N)N(c2cccnc2)C2=C1C(=O)CC(C)(C)C2 (centres undefined)	20	-24
COc1c2c(cc3oc(=O)ccc13)OC(C)(C)C=C2	14	-7
Cc1occc1C(=O)Nc1cccc(S(=O)(=O)N2CCOCC2)c1	5	-25
CC1CCN(C(=O)c2ncn(Cc3ccccc3)c2C(=O)N2CCC(C)CC2)CC1	11	-17
CCn1c(=O)cc(O)c2ccccc21	-1	-18
Cc1ccc(C)c(C(=O)COC(=O)CN2C(=O)C3C4CCC(C4)C3C2=O)c1 (centres undefined)	15	-17
COc1ccc2c(c1)c1ncn(CC3CCCO3)c(=O)c1n2C (centres undefined)	14	-25
C=CCNS(=O)(=O)c1ccc(OCC(=O)OCC)cc1	3	-6
CCCOc1ccc(Cn2c(C)nc([N+](=O)[O-])c2SCC(O)COC)cc1[N+](=O)[O-] (centres undefined)	37	-11
COc1ccc(/C=C2\SC(=S)N(CCCC(=O)Nc3cccc(C(=O)O)c3)C2=O)cc1OC	24	-4
O=C(Oc1ccc(N(C(=O)c2ccncc2)S(=O)(=O)c2ccc(F)cc2)cc1)c1ccncc1	19	-3
COc1ccc(C(=O)OC(COc2ccccc2)Cn2ccnc2)cc1 (centres undefined)	22	-36
CCC(=O)Nc1ccc(S(=O)(=O)Nc2c(C)nc3nc[nH]n3c2=O)cc1	10	2
Cc1csc2c(N3CCCCC3)ncnc12	13	-2
Cc1ccc(S(=O)(=O)/N=S(\C)C(C)C)cc1 (centres undefined)	7	11
O=C(c1ccccc1F)N1CCN(c2ccc([N+](=O)[O-])c(N3CCOCC3)c2)CC1	32	-60
Cc1noc(C)c1CSCC(=O)NC1=NCCS1	5	-16
